Hck Nef HTS = human Hck-Nef kinase inhibition; Recombinant Hck-YEEI plus Nef, Z-Lyte FRET kinase assay; inhibition, % at 20 µM; hit rate 0.68% among 220,000;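 active means Hck-Nef kinase inhibition above about 50%, limit read from the data; inactive means inhibition below that limit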;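 further: 0% = DMSO with Hck plus Nef and 100% = Hck alone without Nef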
NCF1 inh = blocks human p47phox regulatory protein of NADPH oxidases; P14598; p47phox/p22phox peptide binding, fluorescence polarization, 2 h; inhibition, % at 24.7 µM; hit rate 0.53% among 220,000; AID 1274;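 active means inhibition above about 30%, limit read from the data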;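 further: 0% = p47phox with labelled peptide and 100% = labelled peptide alone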
Runt-SMMHC FRET = inhibitors of human RUNX1 Runt domain binding to CBFb-SMMHC. Q01196+Q13951. Cerulean-Runt/Venus-CBFb-SMMHC FRET ratio 530/480, 1 h. inhibition, % at 20 µM. hit rate 0.74% among 220,000;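 active means mean inhibition across duplicate retests at 20 µM reaching about 50%, limit read from the data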;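 further: 0% = DMSO wells and 100% = wells with excess untagged CBFb-SMMHC; inhibitors lower the FRET ratio by blocking Runt binding to CBFb-SMMHC; some results filed as inactive read as strong as hits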
Target sequence (Q01196 whole entry, looked up, the tested form may be a part): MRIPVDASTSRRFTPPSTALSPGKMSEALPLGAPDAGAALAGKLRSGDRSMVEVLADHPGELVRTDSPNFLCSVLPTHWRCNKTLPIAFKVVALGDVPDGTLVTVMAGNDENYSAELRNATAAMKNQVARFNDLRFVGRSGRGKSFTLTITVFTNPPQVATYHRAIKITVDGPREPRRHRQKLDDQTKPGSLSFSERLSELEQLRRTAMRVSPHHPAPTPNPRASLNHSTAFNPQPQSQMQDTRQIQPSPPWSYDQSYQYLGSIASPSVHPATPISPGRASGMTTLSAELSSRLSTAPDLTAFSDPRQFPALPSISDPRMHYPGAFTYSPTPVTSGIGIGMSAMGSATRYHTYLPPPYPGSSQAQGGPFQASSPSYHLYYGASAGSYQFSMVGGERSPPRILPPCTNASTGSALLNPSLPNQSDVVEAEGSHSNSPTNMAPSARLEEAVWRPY
Target sequence (Q13951 whole entry, looked up, the tested form may be a part): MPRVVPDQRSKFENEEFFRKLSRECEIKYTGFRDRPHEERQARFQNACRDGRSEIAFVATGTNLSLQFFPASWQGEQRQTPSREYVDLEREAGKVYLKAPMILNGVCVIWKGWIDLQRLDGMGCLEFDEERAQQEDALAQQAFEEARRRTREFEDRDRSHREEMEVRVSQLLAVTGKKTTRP
Runt-CBFb FRET = Runt domain-CBFb interaction inhibition | Q01196+Q13951 | Cerulean-Runt/Venus-CBFb FRET ratio 530/480, 1 h | inhibition, % at 20 µM | hit rate 0.46% among 220,000;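 active means inhibition over about 50% at 20 µM in the single-dose screen, limit read from the data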;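 further: 0% = DMSO wells and 100% = excess unlabeled CBFb competitor control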
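test system = Cerulean-tagged RUNX1 Runt domain (FRET donor) fusion protein | reagent = Venus-CBFb binding partner, 100 nM | incubation = protein complex preformed 1 h, compound exposure 1 h, room temperature, dark | detection = FRET fluorescence | read-out basis = loss of energy transfer signal | controls = 5 µM unlabeled CBFb as full-inhibition high control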
14-3-3 Bad PPI = disrupts binding of bovine 14-3-3 zeta to phospho-Bad peptide; P63103; TR-FRET 14-3-3zeta/Dy647-pBad peptide displacement, 1 h; inhibition, % at 21.7 µM; hit rate 0.71% among 220,000; AID 781;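 active means inhibition above about 70%, limit read from the data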;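 further: 0% = full 14-3-3 plus peptide FRET controls and 100% = background without 14-3-3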
Target sequence (P63103 whole entry, looked up): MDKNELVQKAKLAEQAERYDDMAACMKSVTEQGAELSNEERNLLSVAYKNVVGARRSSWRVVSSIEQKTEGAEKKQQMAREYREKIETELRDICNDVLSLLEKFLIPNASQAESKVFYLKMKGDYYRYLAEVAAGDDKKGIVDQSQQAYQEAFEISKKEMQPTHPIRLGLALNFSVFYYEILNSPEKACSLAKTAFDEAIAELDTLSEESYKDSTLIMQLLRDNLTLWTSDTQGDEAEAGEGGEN
MDM2 E3 inh = Mdm2 E3 ligase (human) inhibition | Q00987 | cell-based MDM2 ubiquitination luciferase reporter, 2 h; 0 = plate control, 100 = twice control, blank-subtracted | signal enhancement, % at 5 µM | hit rate 0.11% among 210,000;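 active means signal enhancement of 30% or more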;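 further: luminescence tracks abundance of the self-degrading MDM2-luciferase fusion protein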
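Assay system: stable mammalian line carrying autodegrading MDM2–luciferase fusion reporter; Input: 2000 cells in each well; Compound dosing: single-point 5 µM; Schedule: 2 h compound exposure at 37 °C; Signal: SteadyLite luciferase luminescence after 15 min room-temperature reagent incubation; Evaluation: % luminescence enhancement versus blank-corrected plate control mean; Benchmarks: plate controls and plate blanks.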
EBV gp42 inh = blocks Epstein-Barr virus glycoprotein 42 binding; Q1HVG2; Fluorescence polarization binding assay, mP read-out; inhibition, % (tested at 21.74 µM); hit rate 0.42% among 220,000; in the data active means inhibition above about 50%
Tb hexokinase = T. brucei hexokinase 1 inhibition. recombinant TbHK1, G6PDH-coupled NADH A340. AID 1430. hit rate 0.11% among 220,000. inhibition, % at 10 µM;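 active means inhibition of 50% or more in the single-dose primary screen; inactive means inhibition below 50%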
zVAD death inh = L929 zVAD cell death inhibition; L929 zVAD necroptosis rescue, ATP luminescence, 24 h; with zVAD 60 µM; viability rescue, % at 10 µM; hit rate 0.38% among 220,000; AID 1377;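 active means activation, scaled between plate controls, above about 75%, limit read from the data; inactive means activation under that limit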;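 further: 0% = zVAD with DMSO and 100% = DMSO alone without zVAD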
Active calls of the source: *; . = not tested or not shown; [ ] = another dose, or the depositor's remark.

SMILES	Hck Nef HTS	NCF1 inh	Runt-SMMHC FRET	Runt-CBFb FRET	14-3-3 Bad PPI	MDM2 E3 inh	EBV gp42 inh	Tb hexokinase	zVAD death inh
CC1(C)N([O-])C(c2cccs2)=C[N+]1=O	2	-8	1	1	-5	-26	-3	10	0.8
Cc1cc(=O)oc2cc(OCCCN3C(=O)c4ccccc4C3=O)ccc12	9	0	8	-2	67[fluorescence artefact?]	0	-35	-5	0.1
CCN(CC)CCOc1c(C)cccc1Cl	17	4	-2	-1	21	-7	-7	-2	-0.2
Cc1cccc(C(=O)OCC(=O)Nc2sc3c(c2C#N)CCC3)c1	0	-28	-1	-1	-42	3	-19	13	0.9
Cc1ccccc1Nc1nnc(SCc2cc([N+](=O)[O-])cc3c2OCOC3)s1	2	-24	-4	-1	0	-18	-11	-23	-0.1
Cc1sc2c(=O)n3c(nc2c1C(=O)NC1CCCCC1)CCCCC3	1	-4	3	-2	-12	-17	-4	7	0.6
O=C(CN1C(=O)COc2ccccc21)NCCC1=CCCCC1	-7	-5	0	-1	-1	0	-19	6	0.8
CCCCOc1ccc(C(=O)NN2CCN(C)CC2)cc1	2	-7	2	-1	-11	-10	-10	0	2.0
c1ccc(-c2nc(N3CCN(c4ccccc4)CC3)nc(-n3ccnc3)n2)cc1	21	58*	3	-1	6	1	7	1	0.1
Cc1ccc(-n2nnnc2SCc2nnc(-c3ccccc3Br)o2)c(C)c1	-3	-19	-2	-1	-5[fluorescence artefact?]	1	-21	8	2.6

As entered above.
Result for `Cc1cc(=O)oc2cc(OCCCN3C(=O)c4ccccc4C3=O)ccc12` under NCF1 inh: 0
Result for `Cc1ccc(-n2nnnc2SCc2nnc(-c3ccccc3Br)o2)c(C)c1` under Runt-SMMHC FRET: -2

Continuation:
SMILES	Hck Nef HTS	NCF1 inh	Runt-SMMHC FRET	Runt-CBFb FRET	14-3-3 Bad PPI	MDM2 E3 inh	EBV gp42 inh	Tb hexokinase	zVAD death inh
CCOc1ccc(C(=O)Nc2ccncc2)cc1	2	4	2	-1	34[fluorescence artefact?]	-12	4	3	-0.1
Cn1cc(CN2CCN(Cc3cccnc3)CC2)c(-c2ccc3c(c2)OCCO3)n1	20	9	3	1	-15	8	1	0	2.9
Cc1cccc(OCc2nc(C#N)c(N3CCCC3)o2)c1	1	-1	-2	1	-5	-3	-11	-2	0.4
N#C/C(=C\c1cccc([N+](=O)[O-])c1)C(=O)Nc1cccnc1	-5	-11	-2	.	9	-4	1	3	1.0
COc1c(C)cc(C(=O)C2CCCN(C(=O)/C=C/c3ccccn3)C2)cc1C (configuration not stated)	-20	-2	0	-1	1	-6	-10	0	0.6
CCOc1cc(CNc2ccc(N3CCCC3)cc2)cc(Cl)c1OC	18	-2	-2	-4	19[fluorescence artefact?]	-1	7	10	.
CC(=O)c1cc2c(cc1NC(=O)CN1CCN(c3ccc(F)cc3)CC1)OCO2	9	-4	-6	-2	2	-12	10	0	-0.6
COc1ccc(-c2[nH]ncc2CN2C[C@@H]3CCC[C@H]2C3)c(F)c1	19	2	2	-3	-11	4	-8	10	0.6
CC(=O)NCCC(Cc1ccccc1)c1ccco1 (configuration not stated)	5	-12	-6	-2	-3	4	-5	-2	1.9
COc1ccc(-c2nsc3c(N4CCCCC4C)ncnc23)cc1 (configuration not stated)	22	-12	-1	-2	-14	-85	-9	-16	3.3
Nc1nc(-c2ccco2)nn1S(=O)(=O)c1ccccc1	24	3	-1	1	-8	-6	-7	-1	0.5
COc1cccc(Cn2nnc(C(=O)NCc3ccc4c(c3)OCO4)c2N)c1	-1	-9	2	0	6	-10	-4	1	0.9
Cc1ccccc1Nc1nc(NCc2ccco2)c2ccccc2n1	-25	-17	3	3	4	-15	23	12	0.0
COc1ccc(CCNC(=O)C(Sc2ccccn2)c2ccccc2)cc1OC (configuration not stated)	4	-5	-6	1	-5	-22	-15	-6	-0.1
O=C(CCc1cnccn1)NC1CCCc2c1cnn2-c1ccc(F)cc1F (configuration not stated)	23	-8	2	0	-15	-3	-21	-2	0.9
CC(C)CC(C(=O)NCC1CCCO1)N(C(=O)Cn1nnc(-c2ccc(F)cc2)n1)c1ccccc1F (configuration not stated)	1	-2	-2	-6	-9	-7	-7	-10	0.0
O=c1[nH]c(=O)n([C@H]2C[C@H](O)[C@@H](CO)O2)cc1F	-3	-1	1	0	-1	.	-4	4	0.9
O=C(CCC(=O)N/N=C/c1ccc(Br)s1)NCc1ccccc1	-2	0	3	-1	20	-13	3	-10	0.1
O=C(COC(=O)C(Cc1ccccc1)NC(=O)c1ccccc1)c1ccccc1 (configuration not stated)	3	-4	1	-2	-16	11	-11	2	0.5
Cc1[nH]c2ccc(Br)cc2c(=O)c1CN1CCCCC1	2	-3	-54	2	4	4	-26	-12	-0.8
COc1cc(C(=O)NCc2ccc(-c3nc4ccccc4o3)cc2)cc(OC)c1OC	30	-35	-3	-4	3[fluorescence artefact?]	-15	-6	-6	-0.4
Cc1nc(CN(C)C(=O)c2cc(COc3ccc4ncccc4c3)on2)cs1	22	-9	-2	-2	-10	-15	2	-4	-1.0
CCOC(=O)c1c(C(C#N)C#N)cc(C)nc1C	8	-1	2	-3	-9	-1	-8	-62	1.6
COc1ccc(/C=N/NC(=O)c2ccc(Br)o2)cc1Cn1cc([N+](=O)[O-])cn1	6	-27	-2	0	-5	4	-8	-20	0.0
CCn1cc(Br)c(C(=O)N(C)Cc2ccccc2)n1	4	-23	3	-2	-3	-11	-15	4	-0.2
C#CCOCCOCCOCCNc1nc(N2CCN(C(=O)[C@H](CCC(=O)O)n3cc(C(N)Cc4ccc(O)cc4)nn3)CC2)nc(N2CCN(C(=O)[C@H](Cc3cc4ccccc4[nH]3)n3cc(C(N)CC(C)C)nn3)CC2)n1 (some centres not stated)	-2	4	0	2	12	.	-8	-17	-0.4
CCCCSc1nc(C)cc(C)c1S(=O)(=O)c1ccccc1C	1	-13	-2	-3	-5	-13	-10	5	-0.1
O=C(CCNC(=O)c1ccccc1)N=Nc1c(O)[nH]c2ccccc12	20	-1	-1	0	-9	10	-4	-9	4.1
O=C(NCCN1CCOCC1)C(=O)NCC1OCCN1C(=O)c1ccc(Cl)cc1 (configuration not stated)	-8	0	2	-1	-2	.	-10	0	2.4
CC(=O)CCc1oc2ccc(C)cc2c1-c1ccccc1	19	-7	-1	0	-2	-58	-1	-9	0.8
CCOCCCNC(=O)c1ccc(Br)cc1	1	-2	0	.	6	-1	-4	2	-0.1
Oc1ccc(C[C@@H]2CNC(=S)N2CCCCC2CCCCC2)cc1	-16	-30	0	0	-4	.	2	8	-0.8
Cc1n[nH]c(=S)c2nn(-c3cccc(Cl)c3)c(C)c12	1	-35	2	1	-9	-8	-21	-20	0.0
Cc1cc(C)cc(Nc2ncnc3nc[nH]c23)c1	25	-4	-3	-1	0	0	-10	6	0.9
CCOc1ccc(C(=O)Nc2cc(C)on2)cc1OCC	10	-9	-3	4	9[fluorescence artefact?]	-10	-15	0	-0.6
CC(C)OCCCNC(=O)c1cccs1	-1	-21	-2	1	-5[fluorescence artefact?]	10	-14	-3	0.2
COc1cc(C(=O)Nc2ccc(S(=O)(=O)N3CCc4ccccc43)cc2)cc(OC)c1OC	0	-33	0	1	13	8	-6	-17	0.6
Cc1nc2c(c(=O)c3ccccc3n2C)c(=O)n1C1CCCCCC1	11	-8	-6	-2	10	.	-22	-24	-0.2
CCOC(=O)C1CCCN(C(=O)c2ccc(C)cc2O)C1 (configuration not stated)	2	-4	-7	1	4	-7	-26	-2	1.1
COc1ccc(C(=O)/C=C/Nc2ccc([N+](=O)[O-])cc2C)cc1OC	-1	1	-24	-37	28[fluorescence artefact?]	-28	-28	-16	-0.3
COC(=O)CCC(=O)OC1(C)C(=O)C=C2C=C(C3CC3)N(C3CCCC3)C=C2C1=O (configuration not stated)	25	1	4	4	-3	8	-18	-27	-0.3
O=C(OCN1C(=O)c2ccccc2C1=O)c1cccs1	2	-5	0	1	-2	-12	-8	14	1.0
N#Cc1c(C(F)(F)F)cc(C2CC2)[nH]c1=O	-4	-10	2	1	12	-8	-4	-30	2.4
COC(=O)[C@H](CCSC)NC(=O)NCc1ccccn1	2	-7	-2	-1	4	-1	-23	-2	1.4
O=C(O)c1ccccc1NCc1ccncc1	0	-21	1	1	-10	8	-12	-2	0.4
Cc1ccc(NC(=O)/C(=C/c2cccc(Br)c2)NC(=O)c2ccco2)cc1	-3	-13	-3	1	-4	-34	8	39	0.4
Cn1cccc1C1(C(F)(F)F)NCCNC1=O (configuration not stated)	-8	0	-3	2	0	-10	-4	4	3.4
CC(=O)c1cccc(NC(=O)N2CCCC2C(=O)NCc2ccc(F)cc2)c1 (configuration not stated)	0	-14	2	0	-2	-6	9	-3	-0.2
Cc1ccc2oc(-c3cccc(NC(=O)/C=C/c4cccc([N+](=O)[O-])c4)c3C)nc2c1	1	3	-2	-4	4	-20	-12	-8	-0.4
CC(C)N1CCC(=NNc2ccc([N+](=O)[O-])cc2S(=O)(=O)N2CCOCC2)CC1	19	2	-2	0	-20	-8	5	-27	-0.6

Remaining list, next part:
SMILES	Hck Nef HTS	NCF1 inh	Runt-SMMHC FRET	Runt-CBFb FRET	14-3-3 Bad PPI	MDM2 E3 inh	EBV gp42 inh	Tb hexokinase	zVAD death inh
COCC(=O)NC1CCN(C(=O)Nc2ccc(Br)cc2)CC1	-1	-10	-2	0	1[fluorescence artefact?]	3	-16	5	0.1
Cn1ccc(=Nc2ccc(NC(=O)c3ccc(N=c4ccn(C)c5ccc([N+](=O)[O-])cc45)cc3)cc2)cc1	11	24	1	4	-1	-4	-7	-47	1.4
CCN(CCN(C)C)C(=O)c1ccc2c(c1NCCO)C(=O)c1ccccc1C2=O	3	2	1	-2	-28	-4	5	-1	1.2
CC(C)n1ncc(C(N)=O)c1N	1	1	-1	0	-5	-6	-8	-3	0.6
N#Cc1cccc(NC(=O)CCn2ccnc2)c1	5	-22	2	1	8	-30	-7	-3	0.4
COc1ccccc1NC(=S)N(CCCN1CCOCC1)Cc1ccccn1	0	0	-3	3	-28[fluorescence artefact?]	-3	-18	-4	0.6
CC1CCN(c2nc(-c3ccco3)c3c(c2C#N)CC(C)(C)OC3)CC1	38	-1	12	11	10[fluorescence artefact?]	-21	1	-3	3.0
O=[N+]([O-])c1ccc(N2CCCCC2)cn1	-8	-7	-2	-4	-7	13	-12	-6	0.2
Cc1cnn(CCC(=O)NNC(=S)Nc2ccc(F)cc2)c1	-2	-8	0	0	-12[fluorescence artefact?]	7	-13	1	0.0
CCc1nnc(NC(=O)CSc2nnc(-c3ccco3)n2C)s1	3	-6	5	1	8	-5	1	3	-0.1
CCOC(=O)N1CCC(n2c(SCC(=O)OCc3ccccc3)nc3ccsc3c2=O)CC1	0	-14	-1	-3	4	-13	1	-3	0.0

Five compounds from above with just Hck Nef HTS, EBV gp42 inh and Runt-SMMHC FRET:
SMILES | Hck Nef HTS | EBV gp42 inh | Runt-SMMHC FRET
Cc1cnn(CCC(=O)NNC(=S)Nc2ccc(F)cc2)c1 | -2 | -13 | 0
CCc1nnc(NC(=O)CSc2nnc(-c3ccco3)n2C)s1 | 3 | 1 | 5
CC(C)n1ncc(C(N)=O)c1N | 1 | -8 | -1
CCOC(=O)N1CCC(n2c(SCC(=O)OCc3ccccc3)nc3ccsc3c2=O)CC1 | 0 | 1 | -1
N#Cc1cccc(NC(=O)CCn2ccnc2)c1 | 5 | -7 | 2

Screening data as filed in PubChem BioAssay.
